Screens (PubChem BioAssay)
TDP1 cell CPT: growth inhibition of DT40 Tdp1-/-;hTDP1 cells with camptothecin (screen for TDP1 inhibitors). AID 686979. Potency, µM (highest dose often 46.2 µM), inactives show at the top dose activity change, negative = growth inhibition, hits mostly inhibitors. chicken DT40 Tdp1-/-;hTDP1 cells + 20 nM CPT, ATP luminescence, 48 h. actives 12% (n = 420,000); note: nearly all actives have a fitted effect of over 55% in size
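Cell growth measured by CellTiter-Glo luminescence after a minimum 48 h, 37 C compound exposure with 20 nM CPT in Tdp1-knockout DT40 cells stably expressing hTDP1, seeded 400/well; qHTS titration format.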
TDP1 block: TDP1 (human) enzyme inhibition; actives 0.28% (n = 350,000); Potency, µM (series often up to 130 µM), for the others: top-dose activity change, negative = inhibition, actives largely listed as inhibitors; Q9NUW8; recombinant TDP1, AlphaScreen DNA substrate cleavage; note: nearly all actives have a fitted effect of over 40% in size
Target sequence (Q9NUW8 whole entry, looked up): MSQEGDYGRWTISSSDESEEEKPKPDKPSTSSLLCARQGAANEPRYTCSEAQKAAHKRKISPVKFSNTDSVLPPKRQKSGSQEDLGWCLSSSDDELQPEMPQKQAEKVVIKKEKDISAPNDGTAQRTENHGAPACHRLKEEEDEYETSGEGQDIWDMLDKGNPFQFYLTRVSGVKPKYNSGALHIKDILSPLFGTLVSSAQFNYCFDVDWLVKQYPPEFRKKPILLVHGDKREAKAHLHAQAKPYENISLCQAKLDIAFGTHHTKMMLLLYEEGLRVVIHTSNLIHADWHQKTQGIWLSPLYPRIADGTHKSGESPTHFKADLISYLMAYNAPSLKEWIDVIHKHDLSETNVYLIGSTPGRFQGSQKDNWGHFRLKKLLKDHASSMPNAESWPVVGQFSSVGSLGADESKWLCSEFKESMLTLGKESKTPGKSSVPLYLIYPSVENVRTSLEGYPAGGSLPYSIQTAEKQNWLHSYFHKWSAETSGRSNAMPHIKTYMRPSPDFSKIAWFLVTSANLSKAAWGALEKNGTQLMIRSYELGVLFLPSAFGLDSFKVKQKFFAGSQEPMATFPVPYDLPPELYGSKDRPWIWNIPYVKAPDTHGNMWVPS
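Recombinant E. coli-expressed Tdp1 (1 nM) preincubated with compound 15 min at RT, then 5'-biotin/3'-phosphotyrosine-FITC DNA substrate (15 nM) added for 5 min. AlphaScreen beads (10 ug/ml) added, 10 min RT; tyrosine-FITC cleavage read as signal loss.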
TDP1 cell noCPT: qHTS for Inhibitors of human tyrosyl-DNA phosphodiesterase 1 (TDP1): qHTS in cells in absence of CPT; DT40 Tdp1-/- hTDP1 cells, no CPT, ATP luminescence, 48 h; Potency, µM (top dose mostly 46.2 µM), inactives show at the highest dose activity change, negative = growth inhibition, most hits filed as inhibitors; actives 15% (n = 420,000); note: nearly all actives have a fitted effect of over 55% in size
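Compound effects on proliferation are scored in DT40 Tdp1-/-;hTDP1 cells in the absence of CPT. ATP levels (CellTiter-Glo luminescence) are recorded after a ≥48 hr, 37 °C incubation.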
* hit, by the source's call; ? = inconclusive; nt = not tested or not shown; & = joins results of further samples; [ ] = remark or other dose. Calls come from the whole dose curve; as a rule, active = well fitted curve in the direction sought with a large enough effect; inconclusive = small, poorly fitted or top-dose-only effect, or another doubt; inactive = no such curve, though single readings can be large; an effect the other way counts as inactive or inconclusive. % is set by controls: 0 for no effect and ±100 for the full control effect; potency is the fitted concentration of half-maximal effect.

Values run as follows: TDP1 cell noCPT | TDP1 block | TDP1 cell CPT
> CCCCc1c(O)nc(SCC(=O)Nc2cccc3ccccc23)n(-c2ccccc2OC)c1=O
 : 8% | 3% | -1%
> Cc1cccc(C(=O)N2CCN(c3ccccn3)CC2)c1
 : -16% | 0% | -23%
> CN(C)S(=O)(=O)c1ccc(S(=O)(=O)NCc2ccc3c(c2)OCO3)cc1
 : -21% | nt | -30%
> CCCNC(=O)/C=C/c1ccc(S(=O)(=O)Nc2ccccc2OC)cc1
 : -19% | 5% | -5%
> Cc1cc(C)c2[nH]c(=O)c(CN(CC3CCCO3)C(=S)Nc3ccccc3)cc2c1 (centres undefined)
 : ? | 0% | ?
> CC(=O)Nc1ccc(C23CC4CC(CC(C4)C2)C3)cc1
 : ? | 1% | -1%
> O=C(COC(=O)c1ccccc1NC(=O)c1ccccc1)c1cccc([N+](=O)[O-])c1
 : 0% | 3% | -5%
> O=C(CSc1nnc(SCc2ccccc2Cl)s1)N/N=C/c1c[nH]c2ccccc12
 : ? | 2% | 26µM*
> COc1ccc(Cl)cc1NC(=O)CSc1cccc[n+]1[O-]
 : -1% | 0% | -15%
> Cc1nn(-c2ccccc2)nc1C(=O)OCC(=O)N1CCCCC1C (centres undefined)
 : -5% | 2% | -1%
> Cc1cccc(NC(=O)C2CCN(S(=O)(=O)c3cccs3)CC2)c1
 : -38% | 1% | -2%
> CCCC(O)(c1ccc(Br)cc1)C(CN1CCOCC1)c1ccc(Cl)cc1 (centres undefined)
 : ? | nt | ?
> CN(C)c1ccc(C(=O)OCC(=O)Nc2ccc(S(N)(=O)=O)cc2)cc1
 : ? | nt | ?
> COc1ccc(NC(=O)CNS(=O)(=O)c2ccc(Cl)cc2)cc1OC
 : ? | 3% | -12%
> CNC[C@@H]1Oc2ccc(NS(=O)(=O)c3ccc(Cl)cc3)cc2C(=O)N([C@H](C)CO)C[C@@H]1C
 : -15% | 3% | -19%

Brought forward from above: six entries, followed by the next part.
Values run as follows: TDP1 cell noCPT | TDP1 block | TDP1 cell CPT
> Cc1nn(-c2ccccc2)nc1C(=O)OCC(=O)N1CCCCC1C (centres undefined)
 : -5% | 2% | -1%
> Cc1cccc(NC(=O)C2CCN(S(=O)(=O)c3cccs3)CC2)c1
 : -38% | 1% | -2%
> CCCC(O)(c1ccc(Br)cc1)C(CN1CCOCC1)c1ccc(Cl)cc1 (centres undefined)
 : ? | nt | ?
> CN(C)c1ccc(C(=O)OCC(=O)Nc2ccc(S(N)(=O)=O)cc2)cc1
 : ? | nt | ?
> COc1ccc(NC(=O)CNS(=O)(=O)c2ccc(Cl)cc2)cc1OC
 : ? | 3% | -12%
> CNC[C@@H]1Oc2ccc(NS(=O)(=O)c3ccc(Cl)cc3)cc2C(=O)N([C@H](C)CO)C[C@@H]1C
 : -15% | 3% | -19%
> O=C1CN(S(=O)(=O)c2ccccc2Cl)CCN1
 : -3% | 5% | 2%
> Clc1ccc(-c2ccc(-c3nn4c(-c5ccco5)nnc4s3)o2)cc1
 : 10µM* | nt | ?
> COc1ccc(C(=O)c2ncc(C(F)(F)F)cc2Cl)cc1
 : -8% | 3% | -29%
> O=C(Nc1sc2c(c1C(=O)Nc1cccc(Cl)c1)CCCC2)c1cccs1
 : ? | 3%[2.28 µM] | ?
> Cc1ccc(C)c(N2CCN(CC(=O)Nc3ccc4[nH]c(=O)[nH]c4c3)CC2)c1
 : ? | -3% | -23%
> CCOc1cc(C#N)c(NC(=O)c2cccc(S(=O)(=O)N3CCOCC3)c2)cc1OCC
 : ? | 5% | -3%
> Clc1ccc(OCCNCCc2ccccc2)cc1
 : ? | nt | ?
> COc1ccc(C2CCCN2C(=S)Nc2cccc(C)c2)cc1OC (centres undefined)
 : ? | 3% | ?
> Cc1nnc(SC(C)C(=O)N(C)C2CCCCC2)n1N (centres undefined)
 : 13% | 2% | 6%
> Cc1nnc(SCC(=O)Nc2ccc3c(c2)OCO3)s1
 : -1% | 0% | -7%
> Cc1ccc(SCC(=O)Nc2cc(S(=O)(=O)N3CCCCC3)ccc2C)cc1
 : ? | 1% | ?
> CSc1ccccc1C(=O)NCc1nc(-c2cccc(NC(=O)c3ccoc3C)c2)oc1C
 : 21µM* | nt | ?
> Oc1ccccc1/C=N/c1c(-c2ccco2)nc2ccccn12
 : -15% | ? | ?
> Cc1cc(SCC(=O)c2ccc(Br)cc2)cc(C)[o+]1
 : ? | nt | ?
> CCN1/C(=C/c2ccc3cc(C)cc(C)c3[n+]2CC)Sc2cc(C)ccc21
 : 0.18µM* | 5% | 0.65µM*
> O=C(Nc1ccc(Nc2ccccc2)cc1)c1c(Cl)cccc1Cl
 : 21µM* | nt | ?
> CC(C)Cn1cc(C(=O)N2CCN(c3ccccn3)CC2)c2c3ccccc3n(C)c2c1=O
 : ? | 6% | ?
> COc1cc2nc3n(c(=O)c2cc1OC)-c1cc2ccccc2cc1C(=O)NC3Cc1ccccc1 (centres undefined)
 : 16µM* | nt | ?
> COc1ccc(C2CC(C(F)(F)F)n3nc(C(=O)O)cc3N2)cc1 (centres undefined)
 : 13% | 2% | -21%
> Cc1noc(C)c1-c1ccc(C(=O)Nc2ccccc2)c2occc12
 : ? | nt | 26µM*
> Cc1ccc(N2CCN(S(=O)(=O)c3ccc(F)cc3)CC2)c(C)c1
 : 18µM* | 3% | ?
> CCCCC(=O)Nc1cccc(-c2nc3ncccc3o2)c1
 : -28% | 6% | -21%
> Cc1nn(CC(=O)NCc2ccccc2Cl)c(=O)c2nn(-c3ccccc3)c(C)c12
 : ? | 3% | ?
> Cc1ccc(S(=O)(=O)N(C)Cc2ccc(C(=O)N/N=C3\CC(=O)CC(C)(C)C3)cc2)cc1
 : -21% | -3% | -12%
> CCOC(=O)c1c(C)nc2sc3c(c2c1-c1ccc(OC)cc1)NC(c1ccccc1)NC3=O (centres undefined)
 : 18µM* | 2% | ?
> NS(=O)(=O)c1ccc(N=Nc2c(=O)[nH]n3c(=O)c4c([nH]c23)CCCC4)cc1
 : -16% | 9% | -6%
> CCOc1ccc(N(CC)C(=O)c2nn(-c3ccc(OC)cc3)c(=O)c3c2c2ccccc2n3C)cc1
 : ? | 6%&2% | ?
> O=C(NNC(=O)c1ccccc1Cl)c1cccnc1
 : -7% | nt | 4%
> Cc1cccn2c(=O)c(C(=O)NCCc3ccc(S(N)(=O)=O)cc3)c(O)nc12
 : -3% | 1% | -12%
> CC(=O)c1c(C)[nH]c(C(=O)OCC(=O)Nc2cc(S(=O)(=O)N3CCCCC3)ccc2C)c1C
 : ? | 5% | 1%
> CCN(C(=O)Cc1c(C(=O)O)c(C)cn1C)c1cccc(Cl)c1
 : -17% | 0% | -22%
> COc1ccc(/C=N/NC(=O)C(=O)NCC2CCCO2)cc1 (centres undefined)
 : -3% | 5% | 8%
> CC(C)Cn1c(N)c(C(=O)COC(=O)c2cccnc2Cl)c(=O)n(C)c1=O
 : 10µM* | 5% | ?
> N#Cc1ccc2c(c1)NC(=O)C1CCCN21 (centres undefined)
 : ? | 7% | -2%
> Cc1cc(C)cc(NC(=O)Cn2c(-c3cncs3)nc3ccccc32)c1
 : 21µM* | 3% | ?
> CCCN1C(=O)/C(=C/c2ccncc2)SC1=S
 : ? | -3% | ?
> CC(C)(C)n1nnnc1C(c1cccs1)N1CCN(c2ccccc2)CC1 (centres undefined)
 : ? | 1% | -10%
> COC(=O)/C(=C\Nc1ccc(Cl)cc1Cl)NC(=O)c1ccc(Cl)cc1Cl
 : ? | 4% | 21µM*
> COc1cccc(N2CCN(c3ccc4nnc(CCC(=O)Nc5ccccc5OC)n4n3)CC2)c1
 : ? | 9% | ?
> CCOC(=O)C1(Cc2ccccc2C)CCCN(Cc2cc(OC)c(O)c(OC)c2)C1 (centres undefined)
 : ? | -4% | ?
> S=c1[nH]nc(-c2ccncc2)n1CC1CCCO1 (centres undefined)
 : -11% | nt | -7%
> Cc1cc(C)nc(/N=C(/NC(=O)Nc2cccc(Cl)c2)Nc2ccccc2)n1
 : 18µM* | 1% | ?
> O=C(NNS(=O)(=O)c1ccccc1)c1csc(-c2cccnc2)n1
 : ? | 4% | -28%
> Cc1nc2c(C)cccn2c1/C(O)=C1\C(=O)C(=O)N(CCN2CCOCC2)C1c1ccncc1 (centres undefined)
 : 1% | -8% | -11%
> CN(C(=O)CSc1cc(Cl)ccc1Cl)C1CCS(=O)(=O)C1 (centres undefined)
 : -10% | 0% | -2%
> O=C(O)c1ccccc1NC(=O)C(c1ccccc1)c1ccccc1
 : -12% | nt | -5%
> O=C(NCCN1CCC(n2c(=O)[nH]c3ccccc32)CC1)c1ccc(OC(F)(F)F)cc1
 : ? | nt | ?
> O=C1CCC[C@@H]2Cc3nc4cc5c(cc4cc3[C@@H]3CCN1[C@H]23)OCO5
 : 16µM* | nt | 18µM*
> c1ccc(Nc2nc3ccccc3n3cnnc23)cc1
 : -25% | 0% | -26%
> COc1ccc(N(Cc2cc3cccc(C)c3[nH]c2=O)S(=O)(=O)c2ccc(OC)cc2)cc1
 : ? | 7% | ?
> COc1cc(C2c3c(oc4c(C)cc(C)cc4c3=O)C(=O)N2Cc2cccnc2)ccc1O (centres undefined)
 : ? | nt | -4%
> COc1cccc(NC(=S)NNC(=O)c2c([N+](=O)[O-])c(C)nn2C)c1
 : ? | 7% | ?
> CSc1ncnc2c1ncn2CCCNCC1CCCCC1
 : ? | nt | -27%
> Cc1nc2ccc(S(=O)(=O)N(CC(=O)Nc3cccc(Cl)c3)Cc3ccccc3)cc2s1
 : 16µM* | 3% | ?
> O=C(OCc1cc(=O)n2nc(-c3cccs3)sc2n1)c1ccccc1
 : -17% | -1% | 7%
> CC(C)(C)NC(=O)COC(=O)c1ccc(Cl)nc1
 : -14% | 5% | 1%
> COC(=O)C(C)Oc1ccc(=O)[nH]n1 (centres undefined)
 : 4% | 3% | 2%
> O=C(Nc1cc2c3c(c1)CC(=O)N3CCC2)c1cccc(F)c1
 : ? | -4% | -29%
> Cc1ccc(OCCC(=O)NCCc2ccc(S(N)(=O)=O)cc2)cc1
 : 10% | 2% | -5%
> COc1ccc(C2c3c(oc4ccccc4c3=O)C(=O)N2CCCN2CCOCC2)cc1 (centres undefined)
 : 23µM* | nt | ?

(continued)
Values run as follows: TDP1 cell noCPT | TDP1 block | TDP1 cell CPT
> Cc1cc(C)cc(N2CC34C=CC(O3)C(C(=O)OCC(=O)NCc3ccco3)C4C2=O)c1 (centres undefined)
 : -23% | 0% | 3%
> CCOC(=O)C1=C(C)N(c2ccc(C)cc2)C(=O)/C1=C\c1ccc(O)c(OC)c1
 : 21µM* | nt | 15µM*
> CCOC(=O)CNC(=S)SC
 : 0% | 6% | 17%
> CC(=O)Oc1ccc(C(C)=O)c2c1OCCO2
 : -9% | 2% | -4%
> Cc1ccc2c(c1)C(=C(C#N)C#N)C(=O)N2CCN1CCCCC1
 : 18µM* | nt | 23µM*
> Cc1ccc(C(=O)Nc2nnc(COc3ccccc3)s2)cc1
 : -12% | 0% | 3%
> COc1cc(NC(=O)COc2ccccc2[N+](=O)[O-])ccc1NC(=O)c1ccco1
 : 12% | 3% | 1%
> CC(C)N1C(=O)/C(=C\c2nc3ccccc3c(=O)n2-c2ccccc2)c2ccccc21
 : 16µM* | 11% | 23µM*
> Cc1ccccc1CC1SC(N)=NC1=O (centres undefined)
 : 7% | nt | 1%
> Cc1cc(=O)n2nc(N3CCC(C(=O)NCCc4ccc(Cl)cc4)CC3)sc2n1
 : -13% | 1% | -22%
> O=C(O)c1cccc(Nc2nc3ccccc3nc2NS(=O)(=O)c2cccs2)c1
 : -15% | 1% | -5%
> O=S(=O)(c1cccc2c(Cl)cccc12)N1CCCNCC1
 : 5.8µM* | 9%[56.1 µM] | 9.2µM*
> S=C(NCCc1ccccn1)NC1CCCCC1
 : 2% | 1% | -27%
> COC(=O)c1sccc1S(=O)(=O)NC(C)c1cnn(-c2ccc(OC)cc2)c1C (centres undefined)
 : ? | 3% | -29%
> COc1ccc(CNC(=O)c2cc3cc4cc(OC)ccc4nc3o2)cc1
 : -21% | ? | 23%
> COc1ccccc1N1CCN(C(CNC(=O)C2CCCCC2)c2cccnc2)CC1 (centres undefined)
 : 10µM* | 1% | 8.2µM*
> Cc1c(=O)n(OCc2ccc(Cl)cc2)c2ccccc2[n+]1[O-]
 : 6.5µM* | 3% | -10%
> Cc1ccc(-c2cc(C#N)c(=O)n(Cc3c(Cl)cccc3Cl)c2)cc1
 : -25% | 1% | ?
> NC(=O)c1ccc(N2CCOCC2)nc1
 : 23% | -1% | -10%
